Source: PubChem (National Center for Advancing Translational Sciences (NCATS))
BRCA1 expr up: increases BRCA1 expression | MCF7-BRCA1-FFLuc reporter, luminescence, 48 h; response scale: scaled: vehicle 0%, 10 µM genistein 100% | hit rate 1.1% among 380,000 | Potency, µM (titrated, usually from 46.1 µM), inactives show at the highest dose activation, usual class: activators; active = well fitted activation curve with a large enough effect; inconclusive = small, poorly fitted or top-dose-only effect; inactive = no such curve, though single readings can be large or run the other way; also: nearly all actives have a fitted effect of over 80% in size; some results filed as inactive show a strong effect at the top dose
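MCF7-BRCA1-FFLuc, 2000 cells/well; 2 h attach, 37 °C/5% CO2; compound 48 h; luciferase substrate 15 min; luminescence end-point. Norm. to genistein 10 microM max activation and DMSO; concentration-response curves fitted.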
* marks the source's active call; other numbers are inactive results; ? = inconclusive. Potency is read from the fitted curve at half-maximal effect. Only part of the results is shown; the hit share may differ from the screen's.

SMILES | BRCA1 expr up
Cc1ccc(S(=O)(=O)N2C[C@]3(O)C[C@@H]4C(=O)N(c5ccccc5)C(=O)[C@@H]4C[C@]3(OC(=O)NCC3CCCCC3)C2)cc1 | 30%
CCCCC[C@@H](C)N1C[C@H](COCc2ccccc2)Oc2cc(N3CCC[C@@H]3CO)ccc2S1(=O)=O | -60%
Cc1ccc(NC(=O)CN(C)C(=O)COC(=O)COc2cc(C)cc(C)c2)cc1 | -5%
O=C(NCCN1CCN(Cc2ccccc2)CC1)c1ccc(CS(=O)(=O)c2c(Cl)cccc2Cl)o1 | 1%
CC1(C(=O)Nc2cccc(C#N)c2)CCN1C(=O)c1ccccc1CCc1ccccc1 (configuration not stated) | -15%
CCCCN(C(C)=O)c1c(CC)nc2ccc(C(=O)NCCc3ccccn3)cn12 | 75%
COc1ccc(Cl)cc1-c1cc(C(=O)NCc2cc(C(F)(F)F)cc(C(F)(F)F)c2)[nH]n1 | -11%
CCOC(=O)C1(C)CCN1C(=O)c1ccc(SC(F)(F)F)cc1 (configuration not stated) | 28%
CCOc1cc2[nH]c(=S)n(CCC(=O)NC3CCCCC3)c(=O)c2cc1OCC | 29%
Cc1ccc(S(=O)(=O)N2C[C@]3(O)C[C@@H]4C(=O)N(c5ccccc5)C(=O)[C@@H]4C[C@]3(OC(=O)NC3CCCC3)C2)cc1 | 6%
COc1cc(NC(=O)C2(C)CCCN2C(=O)C(C)C)cc(OC)c1OC (configuration not stated) | 18%
CC1(C(=O)Nc2cnc3ccccc3c2)CCN1C(=O)C/C=C/c1ccccc1 (configuration not stated) | -2%
c1coc(CNc2ncnc3c2nc2n3CCCC2)c1 | 1%
CC1CCCN(C(=O)c2ccc3c(=O)n4nc(Nc5ccccc5)sc4nc3c2)C1 (configuration not stated) | 0%
CCC(=O)N(Cc1cc2cc(OC)ccc2[nH]c1=O)c1ccccc1OC | 6%
Cc1ccc2[nH]c(=O)c(CN(CCO)Cc3nnnn3Cc3ccco3)cc2c1 | -5%
CN1CC[C@H](c2c(O)cc(O)c3c(=O)cc(-c4ccccc4Cl)oc23)[C@@H](O)C1 | 0%
CCN(CC)S(=O)(=O)c1cccc(NC(=O)COC(=O)c2[nH]c(C)c(C(C)=O)c2C)c1 | -64%
CC(=O)c1ccccc1S(=O)(=O)N1CCN(c2nc(-c3cccs3)nc3ccccc23)CC1 | -30%
CC(=O)c1sc(Nc2ccc3c(c2)OCO3)nc1C | ?
CCOC(=O)C1=CCN(S(=O)(=O)c2ccc(Cl)cc2)C1c1ccc(C)cc1 (configuration not stated) | -9%
COc1ccc(NC(=O)C2c3ccccc3OCC(=O)N2CCc2ccccc2)cc1 (configuration not stated) | -23%
CC1=C(C(=O)N2CCOCC2)CC(CC(=O)NCc2cccc3ccccc23)C(=O)N1Cc1ccc(C(C)(C)C)cc1 (configuration not stated) | -41%
O=C(C1CCCCC1)N1CCC2CC1c1cc(N3CCCCC3)ccc12 (configuration not stated) | 10%
Cc1ccc(-c2nc(=Nc3c(C)cc(C)cc3C)sn2-c2ccccc2)cc1 | -69%
COc1ccc(CC(N)c2csc(NC(=O)NCc3ccccc3)n2)cc1 (configuration not stated) | -14%
COc1ccc(Cc2noc(=O)[nH]2)cc1 | 1%
Cc1ccc(-c2[nH]ncc2CNCc2ccc(CN(C)C)cc2)cc1 | 0%
CCN1C(=O)N2C[C@H]3CON(C)[C@H]3C[C@H]2c2ccccc21 | 20%
c1ccc(OCCNc2ccn3nc(-c4cccs4)cc3n2)cc1 | 0%
O=C(NC1CCN(Cc2ccccc2)CC1)c1ccc(CS(=O)c2ccccc2Cl)o1 (configuration not stated) | -7%
CC(C)=C(NC(=O)c1ccccc1Cl)C(=O)NCCc1nc2ccccc2[nH]1 | 1%
CC(=O)Nc1cccc(-c2ccnc3c2CC(C)(C(=O)Nc2cccc(NS(C)(=O)=O)c2)O3)c1 (configuration not stated) | 1%
CC1C(=O)N(Cc2cn(CC3CCCCC3)nn2)CCS(=O)(=O)N1Cc1ccc(-c2ccc(Cl)c(Cl)c2)cc1 (configuration not stated) | -24%
Cc1nc([N+](=O)[O-])cn1CC(O)c1ccc2c(c1)OCCCO2 (configuration not stated) | 23%
COC(=O)[C@]12CCCCC=C1N(Cc1ccccc1)C(=O)[C@H](CC(=O)NCc1cccc(C(F)(F)F)c1)C2 | -18%
O=C(CC1C(=O)NCCN1Cc1ccccc1)NC1CCCCC1 (configuration not stated) | -10%
COc1ccc(C=O)c(-c2c(-c3ccccc3OC)sc3ccccc23)c1 | 0%
O=C(Nc1ccc2c(c1)OCCO2)C(c1ccnc2ccccc12)N1CCN(c2ccc(F)cc2)CC1 (configuration not stated) | -22%
CCCCCCn1c(=O)n2n(c1=O)C[C@]1(OC(=O)Nc3cccs3)CN(S(=O)(=O)c3ccc(C)cc3)C[C@]1(O)C2 | -43%
C=Cc1ccc(Cn2c(C)c(C(=O)NCc3ccc4c(c3)OCCO4)sc2=O)cc1 | -22%
CCOC1=C2[C@H](c3ccccc3Cl)N(S(=O)(=O)c3ccc(C)cc3)C[C@H]2C(C#N)(C#N)C(C#N)(C#N)C1 | 2%
C[C@@H]1CN([C@H](C)CO)C(=O)c2cc(/C=C/c3ccccc3)cnc2O[C@H]1CN(C)C(=O)NC1CCCCC1 | 5%
Cc1ccc(C=C2C=C(c3ccccc3)OC2=O)cc1 | 110%
CN(CCc1ccccc1)C(=O)c1[nH]c(C(F)(F)F)nc1-c1ccccc1 | -11%
CC(C)CC1OC(C(C)C)Cc2[nH]c(=S)[nH]c(=O)c21 (configuration not stated) | 19%
COc1ccc(-c2coc3c(C(=O)Nc4ccc(OC)nc4)cccc23)c(C)c1 | 72%
CCCCC[C@@H](C)N1C[C@@H](COCc2ccccc2)Oc2cc(N3CC[C@@H](N(C)C)C3)ccc2S1(=O)=O | -61%
O=C1CCN(CCCN2CCC(=O)N(Cc3ccccc3)C2=S)C(=S)N1Cc1ccccc1 | -24%
Cc1ccc(S(=O)(=O)N2C[C@H]3[C@H]4C(=O)N(C5CCCCC5)C(=O)[C@H]4CC(=O)[C@H]3[C@@H]2c2cccc3ccccc23)cc1 | 0%
More records follow:
SMILES | BRCA1 expr up
CC(C)C[C@@H]1Cc2[nH][nH]c(=O)c2[C@H](c2ccc(Cl)cc2)O1 | 6%
CC1(C(=O)NS(=O)(=O)c2cccc(F)c2)CCN1C(=O)Cc1cccc2ccccc12 (configuration not stated) | -5%
COc1ccc(CNC(=O)Nc2ccc3c(c2)c(=O)n(C)n3Cc2cccc(C(F)(F)F)c2)cc1 | 23%
CC(=O)Nc1ccc(NC(=O)N2CCOCC2)cc1 | -13%
Cc1cc(O)ccc1-c1cccc2nccn12 | 0%
Cc1ccc(F)c(S(=O)(=O)NC(=O)C2(C)CCN2C(=O)CCc2ccccc2)c1 (configuration not stated) | 33%
O=C(CC[C@H]1O[C@@H](n2ccc(=O)[nH]c2=O)[C@H](O)[C@@H]1O)N[C@H](Cc1ccccc1)C(=O)NC1CCCCC1 | 6%
O=C(NCc1ccccc1)C1Cc2c(-c3ccc(Cl)cc3)ccnc2O1 (configuration not stated) | -48%
CC1=C(C(=O)N(C(C)C)C(C)C)CC(CC(=O)NCCc2ccccn2)C(=O)N1Cc1ccc(C(C)(C)C)cc1 (configuration not stated) | -25%
CN(C)C(=S)Oc1ccccc1C1SCCS1 | 9%
CCCCn1nnnc1C(c1ccccc1)N1CCCN(Cc2ccc(F)cc2)CC1 (configuration not stated) | -9%
C[C@@H]1CN([C@@H](C)CO)C(=O)CCCn2nncc2CO[C@@H]1CN(C)S(=O)(=O)c1ccccc1 | 3%
C[C@@H]1CN([C@@H](C)CO)C(=O)c2cc(Br)cnc2O[C@H]1CN(C)C(=O)c1ccc2c(c1)OCO2 | 6%
CN(C)CCN(C)c1cc2c(c3c1ccn3C)C1CCC2O1 (configuration not stated) | -2%
N#CC1(Nc2ccc3c4c(cccc24)CC3)CCCCC1 | -65%
O=C(Nc1ccc2nccnc2c1)N1CCCCCC1 | ?
COc1ccc(CCNC(=O)Nc2nc(CN)cs2)cc1OC | 0%
CC(=O)Nc1ccc(-c2ccnc3c2CC(C)(C(=O)NCC2CCOCC2)O3)cc1 (configuration not stated) | -45%
CN(C)c1ccc(-c2csc(C(C)(O)c3ccc(F)c(F)c3)n2)cc1 (configuration not stated) | -1%
O=C1/C(=C/c2ccc3c(c2)OCO3)SC(=S)N1CCC(=O)N(CCO)c1ccccc1 | -70%
Cn1c(NCCc2ccncc2)nc2cc(-c3cccc(Cl)c3)sc2c1=O | 21%
CCOC(=O)[C@]12CCC=C1N(Cc1ccccc1)C(=O)[C@H](CC(=O)N1CCCC1)C2 | 5%
N#Cc1ccc(NC(=S)/N=C(\N)c2ccccc2)cc1 | ?
C[C@@H](c1ccccc1)N1C[C@H](COCc2ccccc2)Oc2cc(N3CCC[C@H]3CO)ccc2S1(=O)=O | -6%
COc1ccc(CCCNC(=O)C2Cc3c(-c4ccc5c(c4)OCO5)ccnc3O2)cc1 (configuration not stated) | -55%
COc1cc(NC(=O)CN2CCN(C(=O)c3ccco3)CC2)c(C)cc1[N+](=O)[O-] | 0%
C[C@H](CO)N1C[C@H](C)[C@@H](CN(C)C(=O)C2CC2)OCc2cnnn2CCCC1=O | -19%
C[C@@H]1CN([C@H](C)CO)S(=O)(=O)c2ccc(C#CC3CCCCC3)cc2O[C@H]1CN(C)C(=O)Cc1ccncc1 | -74%
CC(C)(O)C#Cc1ccc(N2C(c3ccsc3)=Cc3ccc(F)cc3C2c2c[nH]c3ccccc23)cc1 (configuration not stated) | -15%
COc1ccc(CN(C)C[C@@H]2OCc3cnnn3CCCC(=O)N([C@H](C)CO)C[C@H]2C)cc1 | -4%
CC(=O)c1ccc(N2CCN(C(=O)CNC(=O)c3ccc(Br)o3)CC2)cc1 | 0%
Cc1ccc(C(=O)OCC(=O)Nc2ccc(C)c(S(=O)(=O)N3CCCCC3)c2)c(O)c1 | -4%
O=C(CC[C@H]1O[C@@H](n2ccc(=O)[nH]c2=O)[C@H](O)[C@@H]1O)N[C@@H](Cc1ccccc1)C(=O)NCC1CCCO1 (some centres not stated) | 14%
COc1cc(C)ccc1S(=O)(=O)NC(=O)C1(C)CCN1C(=O)c1ccc(C(F)(F)F)nc1C (configuration not stated) | 13%
CN1CCN(c2ccc(CNC(=O)C3(C)Cc4c(-c5ccc(C(N)=O)cc5)ccnc4O3)cc2)CC1 (configuration not stated) | 14%
COc1ccc(NC(=O)c2cc(-c3cc(Cl)ccc3OC)n[nH]2)c(OC)c1 | -25%
CC(=O)Nc1cccc(-c2ccnc3c2CC(C)(C(=O)NCc2cccs2)O3)c1 (configuration not stated) | -28%
CCc1cc(-c2nnn(CCC3COCCO3)c2CC)ccc1-c1cn(CCc2c[nH]c3ccccc23)nn1 (configuration not stated) | -35%
CCCCn1nnnc1C(c1cc2ccccc2o1)N1CCCN(C(=O)OC(C)(C)C)CC1 (configuration not stated) | -28%
COc1cc(/C=N/NC(=O)c2ccoc2C)cc(OC)c1OC | 37%
CC1C(=O)N(Cc2cn(CC3CCCCC3)nn2)CCS(=O)(=O)N1Cc1ccc(-c2cccc(N(C)C)c2)cc1 (configuration not stated) | -37%
CCCC(=O)N1CCC1(C)C(=O)Nc1ncc(C(=O)OC)s1 (configuration not stated) | 18%
CC(C)CCN1C(=O)c2ccccc2C1c1nnnn1-c1ccc2c(c1)OCCO2 (configuration not stated) | -12%
CC(=O)c1cccc(-c2ccnc3c2CC(C(=O)Nc2cccnc2)O3)c1 (configuration not stated) | -11%
COCCCN(C(=O)C1=COCCO1)c1c(N)n(Cc2ccccc2)c(=O)[nH]c1=O | 3%
CC(C)(C)c1ccc(C(=O)N2CCC2(C)C(=O)NCc2cccc3ccccc23)cc1 (configuration not stated) | -48%
CNc1cncc(-c2cccc(OC)c2F)n1 | 11µM*
